OX1R antag-1 = blocks the human orexin 1 receptor. 330,000 tested, 1.8% active. O43613. AID 485270. inhibition, % at 6.6 µM. OX1R-expressing cells, FRET antagonist read-out; in the data active means inhibition mostly above about 38%, no sharp cut-off; inactive means mostly below about 40%;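 further: 0% = agonist challenge alone and 100% = reference antagonist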
Target sequence (O43613 whole entry, looked up): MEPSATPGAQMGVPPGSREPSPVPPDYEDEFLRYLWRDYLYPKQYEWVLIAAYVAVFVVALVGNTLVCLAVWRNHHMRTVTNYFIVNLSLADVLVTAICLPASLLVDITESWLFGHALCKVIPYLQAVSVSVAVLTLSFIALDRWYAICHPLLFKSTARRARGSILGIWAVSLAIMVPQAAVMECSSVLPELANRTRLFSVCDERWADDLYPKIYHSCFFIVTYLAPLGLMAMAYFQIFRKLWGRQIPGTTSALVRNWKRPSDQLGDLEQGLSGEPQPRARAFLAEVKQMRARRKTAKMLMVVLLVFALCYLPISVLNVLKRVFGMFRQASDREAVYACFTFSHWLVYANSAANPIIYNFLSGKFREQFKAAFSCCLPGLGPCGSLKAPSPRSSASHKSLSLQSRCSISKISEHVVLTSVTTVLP
OX1R antag-2 = blocks the human orexin 1 receptor; 330,000 tested, 0.43% active; AID 434989; inhibition, % at 5 µM; O43613; CHO/OX1R cells, Fluo-8 calcium fluorescence, orexin A;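 active means inhibition above its plate's threshold, mean inhibition of all tested compounds on the plate plus 3 SD, cut at about 37% in these data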;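 further: 0% = orexin A challenge wells and 100% = SB-334867-A antagonist wells; not every result past the cut was called active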
An asterisk follows results filed as active.

A first look (seven entries):
Every second line gives: OX1R antag-1	OX1R antag-2
O=C1CN(Cc2nc3cc(Cl)ccc3c(=O)[nH]2)CCN1
  5	-18
COc1cccc(NC(=O)c2nnn(CC(=O)Nc3cc(C)cc(C)c3)c2N)c1
  -3	-3
COc1ccc(N2C(=O)c3ccc(C(=O)Nc4ccccc4OC)cc3C2=O)cc1
  16	15
Cc1nc2ccc(S(=O)(=O)Nc3ccccc3C)cc2s1
  16	-12
Cc1ccsc1/C=N\NC(=O)c1n[nH]c2c1CCC2
  34	-10
O=C(COc1ccc(Br)cc1)Nc1ccc(Cc2ccncc2)cc1
  26	26
COc1cc(CN2CCN(Cc3ccc(C)cc3)C(CCO)C2)cc(OC)c1O (configuration not stated)
  34	-9

Results, repeating the preview:
Every second line gives: OX1R antag-1	OX1R antag-2
O=C1CN(Cc2nc3cc(Cl)ccc3c(=O)[nH]2)CCN1
  5	-18
COc1cccc(NC(=O)c2nnn(CC(=O)Nc3cc(C)cc(C)c3)c2N)c1
  -3	-3
COc1ccc(N2C(=O)c3ccc(C(=O)Nc4ccccc4OC)cc3C2=O)cc1
  16	15
Cc1nc2ccc(S(=O)(=O)Nc3ccccc3C)cc2s1
  16	-12
Cc1ccsc1/C=N\NC(=O)c1n[nH]c2c1CCC2
  34	-10
O=C(COc1ccc(Br)cc1)Nc1ccc(Cc2ccncc2)cc1
  26	26
COc1cc(CN2CCN(Cc3ccc(C)cc3)C(CCO)C2)cc(OC)c1O (configuration not stated)
  34	-9
CCOc1nc(OCC)nc(-n2cc(-c3ccccc3)nn2)n1
  24	-29
C(=N\Nc1ccccc1)/c1nc2ccccc2s1
  31	24
O=C(CN1C(=O)CCS(=O)(=O)c2ccccc21)Nc1ccc(F)cc1
  13	-11
COc1cc(C(=O)NCc2nnc(SCC(=O)N3CCc4ccccc43)o2)cc(OC)c1OC
  13	-1
COc1ccc(Cl)cc1NC(=S)NCc1cccnc1
  19	-6
CCNC(=O)C(C)Sc1ccc(Cl)cc1 (configuration not stated)
  15	-4
CCC(=O)Nc1ccc(C(=O)N/N=C/c2cccnc2)cc1
  8	3
Cc1cc(C)nc(-n2nc(C)cc2NC(=O)CN2CCCC2)n1
  5	2
CCn1c(=O)cc(OCC(=O)Nc2cccc(C)n2)c2ccccc21
  19	-17
O=C(NC1CC1)c1cc(=O)c2ccccc2o1
  15	-14
CCN(CC)c1ccc2cc(-c3nc4ccccc4n3C)c(=O)oc2c1
  83*	95*
CCCOc1ccc(/C=C/C(=O)OCC(=O)N(C)c2c(N)n(Cc3ccccc3)c(=O)[nH]c2=O)cc1OCC
  13	-24
COC(=O)c1sc2nc(N)c(C#N)cc2c1N
  25	-2

Quoted from the listing:
OX1R antag-2 result of `O=C(CN1C(=O)CCS(=O)(=O)c2ccccc21)Nc1ccc(F)cc1` stands at -11
OX1R antag-1 result of `O=C1CN(Cc2nc3cc(Cl)ccc3c(=O)[nH]2)CCN1` stands at 5
OX1R antag-2 result of `Cc1ccsc1/C=N\NC(=O)c1n[nH]c2c1CCC2` stands at -10
OX1R antag-2 result of `COC(=O)c1sc2nc(N)c(C#N)cc2c1N` stands at -2
OX1R antag-2 result of `COc1cccc(NC(=O)c2nnn(CC(=O)Nc3cc(C)cc(C)c3)c2N)c1` stands at -3

The listing continues.
Every second line gives: OX1R antag-1	OX1R antag-2
CCN(C(=O)CSc1nc(-c2cccs2)nc2ccccc12)C1CCS(=O)(=O)C1 (configuration not stated)
  4	-12
O=C(CSc1nc2ccccc2c(=O)n1-c1ccc(Cl)cc1)N/N=C/C=C/c1ccccc1[N+](=O)[O-]
  13	-35
CN(CC(=O)Nc1ncn[nH]1)S(=O)(=O)c1ccc(Cl)cc1
  4	-1
CCCNS(=O)(=O)c1ccc(OCC(=O)Nc2ccccc2F)cc1
  10	-27
O=C(O)c1oc2ccccc2c1CSc1ccc(Cl)cc1
  63*	-11
O=C(COC(=O)c1ccc([N+](=O)[O-])o1)Nc1cccc(S(=O)(=O)N2CCCCC2)c1
  26	-11
Cc1ccc(C(=O)N/N=C/c2ccoc2)cc1C
  5	-50
N#Cc1cc[n+](CC(=O)c2ccc(NC(=O)c3ccccc3)cc2)cc1
  17	-18
C[C@@H]1O[C@@H]1P(=O)(O)O
  23	-6
CC(=O)Nc1ccc(S(=O)(=O)N(Cc2ccccc2)c2ccccn2)cc1
  12	-2
Cc1cc(C)n(/C(=C/N(C)C)C(=O)c2ccccc2)n1
  -2	13
O=C1CC(N2CCOCC2)C(=O)N1c1ccc2c(c1)OCO2 (configuration not stated)
  -2	-3
Nc1nc2c(Cl)cc(Cl)cc2s1
  20	-19
CNC(=S)N/N=C/c1ccc(-c2ccc(C(=O)O)cc2)o1
  19	-5
CCOC(=O)C1CCCN(C(=O)c2ccc(OC(C)=O)cc2)C1 (configuration not stated)
  12	-4
Cc1c(Cl)cnc(NC(=O)COC(=O)CCc2nc3ccccc3s2)c1Cl
  5	-15
O=C(NC1CC2CCC1C2)c1ccc(CN2CCOCC2)cc1 (configuration not stated)
  18	-21
O=S1(=O)C=C(N2CCOCC2)c2ccccc21
  3	-7
N/C(=N\OC(=O)CN1C(=O)c2ccccc2C1=O)c1ccc(Br)cc1
  8	-10
CC(=O)c1ccc(Oc2cc(C)nc(N3CCOCC3)n2)cc1
  5	-13
COCCN1Cc2cccc(C(=O)Nc3ccc(C)c(C)c3)c2C1=O
  48	-30
O=C(O)CSc1nnc(-c2cccnc2)n1Cc1ccccc1
  14	-5
N/C(=N\OC(=O)C(c1ccccc1)c1ccccc1)c1cccnc1
  19	-24
Cc1ccsc1CN(C)CC(=O)NCC(=O)Nc1ccc(F)cc1
  8	-7
COc1ccccc1CNC(=O)C(=O)NCC1OCCN1S(=O)(=O)c1ccccc1 (configuration not stated)
  7	-1
CC(C)(C)OC(=O)NCc1ccc(CNC(=O)c2nc[nH]c2C(=O)N2CCN(c3ccccc3)CC2)cc1
  6	-10
COc1cccc(CC(=O)Nc2cc(S(=O)(=O)N3CCCCC3)ccc2C)c1
  -1	-6
FC(F)(F)c1ccc(/C=N/n2c(C3CCCCC3)n[nH]c2=S)cc1
  -3	-27
O=S(=O)(Cc1ccccc1)N1CCNCC1
  8	2
O=C(O)C[C@H]1c2cc(F)ccc2S(=O)(=O)N1Cc1ccccc1
  8	1
CCC(CC)C(=O)Nc1nnc(SCC(=O)NC2CC2)s1
  18	-8
COC(=O)c1ccc(NC(=O)C(=O)NCC2CCCO2)cc1 (configuration not stated)
  12	-9
Clc1cccc(-c2nc3nc4ccccc4nc3n2Cc2ccccc2)c1
  9	-10
CC1=CC(C)C2C(=O)N(CCCN(C)C)C(=O)C2C1 (configuration not stated)
  5	2
CC(C)Oc1ccc(CSc2nnc3n(C)c(=O)c4c5c(sc4n23)CCCC5)cc1
  2	-6
COc1cc(CO)cc(Br)c1OCc1cccnc1
  9	-5
CCC1CCCCN1C(=O)CSc1nc(N)c(NC(=O)c2ccc(OC)c(OC)c2)c(=O)[nH]1 (configuration not stated)
  3	-6
S=C(NCc1ccccc1)N1CCCCC1
  12	-1
CCOC(=O)C(C)Sc1ccc2nnc(CCNS(=O)(=O)c3ccc(C)cc3)n2n1 (configuration not stated)
  12	-17
CCc1nnc(NS(=O)(=O)c2ccc(NC(=O)c3ccccc3O)cc2)s1
  2	6

In the list so far, these have a cyano group.
Every second line gives: OX1R antag-1	OX1R antag-2
COC(=O)c1sc2nc(N)c(C#N)cc2c1N
  25	-2
N#Cc1cc[n+](CC(=O)c2ccc(NC(=O)c3ccccc3)cc2)cc1
  17	-18

(cont.)
SMILES	OX1R antag-1	OX1R antag-2
CCc1ccc(S(=O)(=O)c2n[nH]n3c2nc(=O)c2ccccc23)cc1	22	-3
CC(C)(C)c1[nH]nc2c1C(c1ccc(OC(=O)c3ccco3)cc1)C(C#N)=C(N)O2 (configuration not stated)	23	-21
O=C(CSc1nc2ccccc2[nH]1)Nc1nc(-c2cccc(Br)c2)cs1	16	-2
O=S(=O)(Nc1cc(S(=O)(=O)N2CCOCC2)ccc1NCC1CCCO1)c1ccccc1 (configuration not stated)	12	-31
CCOC(=O)CCC(NC(=O)CCCCCCCCC(=O)NC(CCC(=O)OCC)C(=O)OCC)C(=O)OCC (configuration not stated)	13	-15
Cc1cccc(NS(=O)(=O)c2c(C)[nH]c(C)c2C(=O)N2CCCC2)c1	23	-8
COc1ccc(C(=O)NCCS(=O)(=O)N2CCc3ccccc3C2)cc1OC	9	-24
O=c1[nH]c(C2CCCN(S(=O)(=O)c3cccc(F)c3)C2)nc2c1nnn2Cc1ccccc1 (configuration not stated)	-2	-55

Part of the list above, set out differently:
CCc1ccc(S(=O)(=O)c2n[nH]n3c2nc(=O)c2ccccc23)cc1
  OX1R antag-1: 22
  OX1R antag-2: -3
CC(C)(C)c1[nH]nc2c1C(c1ccc(OC(=O)c3ccco3)cc1)C(C#N)=C(N)O2 (configuration not stated)
  OX1R antag-1: 23
  OX1R antag-2: -21
O=C(CSc1nc2ccccc2[nH]1)Nc1nc(-c2cccc(Br)c2)cs1
  OX1R antag-1: 16
  OX1R antag-2: -2

(listing goes on)
SMILES	OX1R antag-1	OX1R antag-2
COC(=O)c1ccc(COc2ccc3c(c2)CCC3)o1	14	-10
Cc1nnc(NC(=O)c2ccc3ccccc3n2)s1	19	-20
Cc1ccc(S(=O)(=O)NCc2ccc(/C=C(/C#N)C(=O)NCc3ccccc3)o2)cc1	12	-13
Cn1c(=O)c2c(nc(CN3CCc4ccccc4C3)n2Cc2ccccc2F)n(C)c1=O	8	-12
CCC(CC)c1nc(C(N)=O)c2[nH]c(=O)n(-c3ccc(OC)c(OC)c3)c2n1	12	-10
Cc1cc(C)c(C(=O)C(C)OC(=O)c2ccc(Cl)nc2)cc1C (configuration not stated)	8	-39
COc1cc(/C=N/NC(=O)c2ccccc2Cl)ccc1Oc1ccc([N+](=O)[O-])cn1	33	-6
O=C(Cn1ncc2c3ccccc3n(Cc3ccccc3F)c2c1=O)NCCCN1CCCC1=O	17	-27
CCn1c(=O)c(C(=O)NCCc2ccccc2)c(O)c2ccccc21	22	-49
O=C(C/C=N/OCc1ccc(Cl)cc1)c1cnc(-c2ccccc2)s1	13	-14
COc1cccc(-c2ccc(SCC(=O)NC3CCCC3)nn2)c1	36	-40
COc1ccc2[nH]c3c(c2c1)CCN1C(=O)C(CC(=O)NCCCN(C)C)C[C@H](C(=O)N2CCCCC2)[C@@]31CCc1ccccc1 (some centres not stated)	12	-11
COC(=O)Nc1ccc(S(=O)(=O)N(CCO)CCO)cc1	7	3
CCOCCOC(=O)C(C)Oc1ccc(Oc2nc(Cl)ccc2Cl)cc1 (configuration not stated)	7	-20
CC(C)CNS(=O)(=O)c1cc(C(=O)N2CCOCC2)c(Cl)cc1Cl	7	-29
CC(Oc1ccc2c(-c3ccccc3)cc(=O)oc2c1)C(=O)NCc1ccccn1 (configuration not stated)	11	-20
Cc1ccc(N(CC(=O)NN=C2CCN(C)CC2)S(=O)(=O)c2ccccc2)c(C)c1	16	-20
Cc1ccc(C2=NCN(c3ccc(C(=O)O)cc3)C(=S)N2)cc1	7	-7
O=C(O)C(Cc1ccccc1)N1C(=O)CCC1=O (configuration not stated)	2	-8
O=C(NCc1ccccn1)c1ccc2c(=O)n3nc(Nc4ccccc4)sc3nc2c1	6	4
CN1CC(=O)N(CCOc2ccccc2)C1=O	-1	1
Cc1nc2c(-c3ccc(F)cc3)c(C)nn2c(C)c1CCC(=O)Nc1ccc(F)cc1F	8	-14
O=C1CC(c2ccccc2)CN1Cc1ccccc1 (configuration not stated)	4	-12
O=C(Cn1c(=O)n(Cc2ccco2)c(=O)c2cc(Cl)ccc21)NCC1CCCO1 (configuration not stated)	11	-30
Cc1cc2c(SCC(=O)NC3CCCC3)ncnc2s1	21	-19
O=C(CCl)N(c1ccccc1)C1CCS(=O)(=O)C1 (configuration not stated)	-5	-10
O=C(O)c1ccc2ncsc2c1	6	-8
CCn1c(SCC(=O)NNC(=O)Cc2ccccc2)nnc1-c1ccncc1	9	-12
COc1cc(NC(=O)COc2ccc(Cl)cc2)ccc1-c1cc2ccccc2oc1=O	25	-9
CCOCCCNC(=O)C1CCN(C(=O)N(C)C)CC1	8	-7
CN(C)c1ccc(NC(=O)C(=O)C2C(=O)Nc3ccccc32)cc1 (configuration not stated)	19	3
CC(C)CCCN1C(N(C)C)=NC[C@@H]1Cc1ccccc1	12	-15
COc1ccc2[nH]cc(CCNC(=O)COc3cc(C)cc4oc(=O)cc(C)c34)c2c1	25	-18
Cc1ccc(CCNC(=O)C2CCN(C(=O)N(C)C)CC2)cc1	4	-5
CN(C(=O)c1ccc(NC(=O)Cc2cccc(NC(=O)C3CCN(C(=O)c4ccccc4)CC3)c2)cc1)C1CCCC1	14	2
CCN(CC(=O)Nc1cccc(OC)c1)CC(=O)Nc1ccc(Br)c(C)c1	32	-3
CCOC(=O)N1CCN(C(=O)CN(c2ccc(OCc3ccccc3)cc2)S(C)(=O)=O)CC1	6	-15
Cc1cc(N2CCCCC2)c(F)cc1[N+](=O)[O-]	3	1
Cc1ccc(C2C(C(=O)c3ccco3)=C(O)C(=O)N2c2ncccn2)cc1 (configuration not stated)	4	-5
CC1(C)CN(c2ccc(-c3ccnc4ncnn34)cc2)C1=O	41*	-8
CC(=O)NC(CC(=O)NNC(=O)COc1c(C)cccc1C)c1ccccc1 (configuration not stated)	10	-22
O=C(O)CCC(=O)Nc1nc2nc(-c3ccccc3)cc(-c3ccccc3)n2n1	109*	-11
CCOC(=O)c1cc(-c2ccco2)nc2c1c(C)nn2-c1ccccc1	4	-19
Cc1cccc(N2CCN(C(=O)Cn3nc(C)n4cccc4c3=O)CC2C)c1 (configuration not stated)	3	-10
O=c1c2cc(Cl)ccc2nc(-c2ccccc2Cl)n1O	18	-17
CC(C)C(=O)Nc1nnc(Cc2c[nH]c3ccccc23)s1	13	-4
CC(C)(C#N)C(C)(C)c1nn[nH]n1	5	-16
COc1ccccc1N1CCN(/N=C/c2ccc(O)cc2O)CC1	-1	-5

High-throughput results (PubChem BioAssay)
